Bioassay records from PubChem BioAssay.
Rpn11 block: Rpn11 (human) deubiquitinase inhibition | O00487 | calls only at 20 µM | AID 588493 | human 26S proteasome, Ub4-pepOG fluorescence polarization; 20S core pre-blocked with epoxomicin | actives 0.59% (n = 360,000);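 active = inhibition at 20 µM, scaled to each plate's controls, above about 33%, limit read from the data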
STEP inh: blocks human striatal-enriched tyrosine phosphatase; P54829; recombinant STEP, OMFP fluorogenic substrate, fluorescence; actives 0.25% (n = 360,000); inhibition, % at 20 µM; AID 588621;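 active = inhibition at 20 µM, scaled per plate between control wells, above about 37%, limit read from the data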;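 note: 0% = DMSO with enzyme and substrate and 100% = substrate only without enzyme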
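Material: STEP (striatal-enriched tyrosine phosphatase) enzyme, cell-free | Medium: 50 mM Bis-Tris pH 6.0 with 2.5 mM DTT and 0.005% Tween 20 | Read-out: Percent inhibition scaled to no-enzyme and uninhibited-enzyme controls, plate-pattern corrected | Signal: Fluorescence read at 480 nm ex / 540 nm em | Times: 20 min reaction, room temperature, in the dark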
DNMT1 block: blocks human DNA methyltransferase DNMT1; P26358; DNMT1 molecular beacon, Hinp1I cleavage, fluorescence; inhibition (reported as % activation of signal), % at 10 µM; AID 588458; actives 0.83% (n = 360,000); in the data active = inhibition above about 50%
SUMO1 PPI mod: SUMO1-SIM interaction modulation. P63165. actives 0.33% (n = 360,000). inhibition, % at 20 µM. SUMO1 binding to a labelled peptide, TR-FRET, 1 h; in the data active = inhibition above about 37%
CSN deneddyl inh: inhibitors of human CSN-mediated cullin deneddylation; Q92905; Purified CSN, SCF-Nedd8-OG deneddylation, fluorescence polarization; inhibition, % at 12.5 µM; actives 0.38% (n = 360,000); AID 651999;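 active = pattern-corrected inhibition above about 35%, with an unprinted fluorescence ratio check between 0.5 and 1.5, limit read from the data, passing the limit was not always enough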;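 note: 0% = enzyme with substrate and 100% = substrate without enzyme; some results filed as inactive read as strong as hits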
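Assay system: purified human Csn5 enzyme expressed in HEK293T cells; Input: 0.24 nM Csn5 enzyme, final concentration; Reagent: 10 nM SCFSkp2-Nedd8OG; Compound dosing: 12.5 µM single point; Times: reaction 90 min, room temperature; Technique: fluorescence polarization readout.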
Neddyl block: inhibitors of human cullin neddylation | AID 651699 | P61081+Q13564 | calls only at 25 µM | TR-FRET cullin neddylation, biochemical | actives 0.58% (n = 360,000); in the data active = inhibition above about 36%
Target sequence (P61081 whole entry, looked up): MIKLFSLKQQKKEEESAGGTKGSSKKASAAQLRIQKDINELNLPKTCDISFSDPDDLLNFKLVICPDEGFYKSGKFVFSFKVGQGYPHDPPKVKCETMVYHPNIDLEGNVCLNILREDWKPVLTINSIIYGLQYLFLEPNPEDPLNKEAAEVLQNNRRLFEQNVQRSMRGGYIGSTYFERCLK
Target sequence (Q13564 whole entry, looked up): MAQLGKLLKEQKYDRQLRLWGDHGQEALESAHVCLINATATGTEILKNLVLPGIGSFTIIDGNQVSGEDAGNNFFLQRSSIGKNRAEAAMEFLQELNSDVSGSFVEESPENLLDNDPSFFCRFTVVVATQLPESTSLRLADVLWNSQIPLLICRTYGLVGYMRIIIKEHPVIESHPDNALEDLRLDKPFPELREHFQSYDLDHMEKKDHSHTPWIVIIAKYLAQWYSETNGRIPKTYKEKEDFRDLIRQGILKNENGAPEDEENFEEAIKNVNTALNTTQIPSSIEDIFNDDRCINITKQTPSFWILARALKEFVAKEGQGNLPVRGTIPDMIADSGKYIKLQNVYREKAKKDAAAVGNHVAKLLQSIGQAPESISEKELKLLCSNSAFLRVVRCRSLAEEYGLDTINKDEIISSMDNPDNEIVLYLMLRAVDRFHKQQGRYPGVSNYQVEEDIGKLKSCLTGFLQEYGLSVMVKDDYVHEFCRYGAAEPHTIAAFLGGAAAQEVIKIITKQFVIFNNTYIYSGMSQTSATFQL
LMPTP block: blocks human LMPTP phosphatase | P24666 | recombinant LMPTP-A, OMFP fluorogenic substrate, fluorescence intensity | inhibition, % at 20 µM | actives 0.22% (n = 360,000) | AID 651560;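 active = compounds that cut the enzyme signal by at least half of the control window in the single-dose screen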;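 note: plate controls were DMSO wells with enzyme plus substrate for no effect and substrate without enzyme for full effect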
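Buffer or medium: Bis-Tris pH 6.0, DTT, detergent; Assay system: LMPTP-A enzyme; Quantity: 0.625 nM enzyme; Detection: endpoint fluorescence intensity; Times: 50 min dark incubation at room temperature; Controls: substrate-only low control, DMSO enzyme-plus-substrate high control; Doses: single 20 µM dose; Read-out: percent inhibition versus substrate-only and uninhibited controls; Reagent: 400 µM OMFP.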
NadD inh: inhibitors of Staphylococcus aureus NadD | purified NadD enzyme, colorimetric absorbance read-out | inhibition, % at 20 µM | actives 0.78% (n = 360,000) | AID 602399; in the data active = inhibition above about 26%; note: some compounds past the cut are filed as inactive
Rin1-Abl PPI inh: blocks binding of human Rin1 to Abl. P00519+Q13671. TR-FRET Rin1/Abl binding, biochemical. inhibition, % at 7.35 µM. actives 0.4% (n = 360,000). AID 588664; in the data active = inhibition above about 5%, passing the limit was not always enough
Scp1 inh: inhibitors of human Scp-1 phosphatase. Recombinant Scp1, phosphopeptide, malachite green phosphate absorbance. inhibition, % at 20 µM. actives 0.88% (n = 340,000);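 active = inhibition above about 50% at 20 µM, limit read from the data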;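 note: plate controls were DMSO wells with enzyme for no effect and wells lacking enzyme for full effect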
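Test system: SCP-1 phosphatase catalytic domain, residues 76-261 | Compound dosing: One concentration, 20 µM, with 1.0% DMSO | Schedule: 45 min room-temperature reaction, 5 min colour, 30 min stabiliser | Detection: Absorbance at 630 nm | Read-out basis: % inhibition of SCP-1 phosphate liberation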
* = called active by the depositor; i = inactive; x = not tested or not shown.

Rpn11 block,STEP inh,DNMT1 block,SUMO1 PPI mod,CSN deneddyl inh,Neddyl block,LMPTP block,NadD inh,Rin1-Abl PPI inh,mol,Scp1 inh
i,4.1,-2.3,1.8,2.6,i,2.6,1.6,-12.8,COc1ccccc1-c1nnc(SC2CCc3ccccc3NC2=O)s1 (centres undefined),-13.8
i,0.4,-0.5,6.6,2.7,i,1.2,-7.7,-0.7,CCCCN1C(=O)C(=O)N(CC(=O)Nc2sc(CC)cc2C(=O)OCC)C1=O,-10.9
i,-0.6,0.7,3.3,-5.5,i,-1.7,1.5,-2.2,CCc1ccccc1NC(=O)CN1CCN(C(=O)c2cccc(-n3cnnn3)c2)CC1,-5.5
i,-2.6,1.6,-0.7,4.2,i,0.0,11.1,-2.0,CCc1ccc(NC(=O)CN(c2cc(C)cc(C)c2)S(=O)(=O)c2c(C)[nH]c(=O)[nH]c2=O)cc1,-2.3
x,x,x,1.4,-0.1,i,2.0,0.2,x,Cc1cc(C)n2c(NCc3ccccc3)c(CC(C)C)nc2n1,x
i,0.5,44.6,-1.2,-1.0,i,0.1,6.4,-3.4,c1ccc(-n2ncc3c2ncn2nc(CSc4nc5ccccc5s4)nc32)cc1,-6.7
i,-1.9,-5.0,-13.5,-2.7,i,0.9,1.5,2.2,CCN(CC(=O)NC1CCS(=O)(=O)C1)c1ccc(S(=O)(=O)N(CC)CC)cc1[N+](=O)[O-] (centres undefined),-2.5
i,3.0,-0.1,1.9,2.2,i,1.6,2.1,0.8,O=C(NCc1cccnc1)c1ccc(COc2ccccc2Br)cc1,-3.2
i,-0.8,2.0,1.6,-6.3,i,-7.2,1.8,-4.0,CN1CCN(NS(=O)(=O)c2ccc(Cl)s2)CC1,2.8
i,5.6,1.4,10.1,6.7,i,-0.1,7.0,1.8,C=CCOC(=O)Cn1cnc2c(sc3nc(C)cc(C)c32)c1=O,-3.1
i,-0.1,-0.5,-34.3,7.1,i,0.5,1.1,5.6,N#CCSc1ccccc1NC(=O)COC(=O)CCNC(=O)c1ccc([N+](=O)[O-])cc1,-6.2
i,2.5,2.9,0.9,4.4,x,-0.5,-2.1,0.7,O=C1CC(C(=O)Nc2ccc(O)c(C(=O)O)c2)C(c2ccccc2)O1 (centres undefined),51.0*
i,0.8,1.2,0.8,-2.4,i,-0.3,-8.3,-1.2,CCc1ccccc1N(CC(=O)Nc1cccnc1)S(=O)(=O)c1ccccc1,-4.8
i,-2.5,1.2,-0.9,0.5,i,-0.6,-3.0,-2.6,CCC(OC(=O)c1nsc(Cl)c1Cl)C(=O)NC(C)(C)C (centres undefined),6.6
i,1.7,11.5,-1.2,2.4,i,-1.0,0.5,2.0,Cn1c(=O)c2sccc2n2c(CCCC(=O)NCc3ccc(F)cc3)nnc12,-5.9
i,-2.9,-2.0,2.8,3.3,i,-2.8,-3.3,1.6,Cc1c(CN2CCCC(C)C2)c(O)n(CCO)c(=O)c1C#N (centres undefined),-4.2
i,-1.2,-1.0,1.2,-2.9,i,0.8,-4.5,2.1,COC(=O)c1cn(C(=O)c2ccc3c(c2)OCO3)c2ccccc12,x
i,-1.3,2.3,-6.4,2.5,i,0.1,4.4,3.0,CC(C)(C)SCCNS(=O)(=O)c1ccc(F)cc1,-9.5
i,-1.5,-0.9,-11.3,-3.8,i,3.2,10.7,-6.0,O=C(Nn1c(O)c(C=C2N=c3ccccc3=N2)sc1=S)c1cccc(Cl)c1,4.7
i,-1.0,1.1,0.0,0.0,i,-0.1,-7.0,-0.4,CCCC(=O)Nc1ccc(C(=O)NCc2ccccc2Cl)cc1,-10.1
i,8.3,2.2,1.9,-2.9,i,2.8,-7.1,-3.1,CCOC(=O)Cc1csc(NC(=S)NC(=O)c2ccc(Cl)cc2)n1,-7.5
i,-3.3,-1.4,0.6,4.0,i,1.1,-10.0,-2.6,CS(=O)(=O)c1cccc(C(=O)Nc2ccccc2Cc2ccccc2)c1,-2.8
i,0.6,1.5,4.9,0.0,i,-1.7,-4.5,-1.4,CCOC(=O)c1cnc2c(ccc3ccccc32)c1Cl,-2.4
i,4.5,0.9,1.4,2.8,x,-1.3,-4.3,1.1,COC(=O)c1nc(-c2ccccc2)oc1N(C)C,-4.9

Another view of some results above.
Below each SMILES: Rpn11 block	STEP inh	DNMT1 block	SUMO1 PPI mod	CSN deneddyl inh	Neddyl block	LMPTP block	NadD inh	Rin1-Abl PPI inh	Scp1 inh
> CS(=O)(=O)c1cccc(C(=O)Nc2ccccc2Cc2ccccc2)c1
→ i	-3.3	-1.4	0.6	4.0	i	1.1	-10.0	-2.6	-2.8
> CCOC(=O)c1cnc2c(ccc3ccccc32)c1Cl
→ i	0.6	1.5	4.9	0.0	i	-1.7	-4.5	-1.4	-2.4

More structures.
Rpn11 block,STEP inh,DNMT1 block,SUMO1 PPI mod,CSN deneddyl inh,Neddyl block,LMPTP block,NadD inh,Rin1-Abl PPI inh,mol,Scp1 inh
i,-4.4,-4.3,-1.3,1.2,i,-2.1,-3.8,2.5,O=C(NC1CCCCC1)C(C1CC1)N1CCc2ccccc2C1 (centres undefined),x
i,-3.5,0.6,-16.4,-41.1,i,1.1,-3.1,-0.6,COc1ccc(-c2onc3ccc(Br)cc23)cc1,-8.0
i,-3.6,-8.1,-14.3,-0.9,i,2.7,-3.3,0.8,Cc1ccc(OCC(=O)Nc2ccccc2Sc2ccc(Cl)cc2)c([N+](=O)[O-])n1,-11.7
i,3.2,-0.9,-5.9,4.8,i,0.6,16.1,-0.7,COc1cccc(C(=O)NCC(=O)N/N=C/c2cccc(OC(=O)c3ccc([N+](=O)[O-])cc3)c2)c1,-6.9
i,-4.8,0.5,0.2,3.6,i,-1.3,-3.4,-0.5,CCC(=O)N1CCc2cc(S(=O)(=O)NCCC(=O)NCc3ccc(F)cc3)ccc21,-4.7
i,-0.6,5.9,-1.7,-2.0,i,0.3,1.9,2.4,O=C(CCn1cnc2ccccc2c1=O)Nc1cccc(Cl)c1Cl,4.0
i,-3.3,1.6,2.3,-1.3,i,-0.9,-9.9,-0.4,CCN(c1ccccc1)S(=O)(=O)c1ccc(F)cc1,-20.1

3 entries from above, arranged by their value in CSN deneddyl inh, descending:
Rpn11 block,STEP inh,DNMT1 block,SUMO1 PPI mod,CSN deneddyl inh,Neddyl block,LMPTP block,NadD inh,Rin1-Abl PPI inh,mol,Scp1 inh
i,0.6,1.5,4.9,0.0,i,-1.7,-4.5,-1.4,CCOC(=O)c1cnc2c(ccc3ccccc32)c1Cl,-2.4
i,0.5,44.6,-1.2,-1.0,i,0.1,6.4,-3.4,c1ccc(-n2ncc3c2ncn2nc(CSc4nc5ccccc5s4)nc32)cc1,-6.7
i,-3.5,0.6,-16.4,-41.1,i,1.1,-3.1,-0.6,COc1ccc(-c2onc3ccc(Br)cc23)cc1,-8.0
